Bioassay records deposited in PubChem by Johns Hopkins Ion Channel Center.
CHT inh = inhibitors of human choline transporter CHT. Q9GZV3. CHT-expressing cells, membrane potential dye, choline response; hits give low values. B-score at 10 µM. hit rate 0.86% among 310,000. AID 488975;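 active = B-score over 3 SD under the library average, and starting fluorescence ratio not unusually high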;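 also: choline stimulus applied at its EC90 after an EC20 pre-addition; B-score computed on integrated fluorescence ratio after choline addition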
Target sequence (Q9GZV3 whole entry, looked up): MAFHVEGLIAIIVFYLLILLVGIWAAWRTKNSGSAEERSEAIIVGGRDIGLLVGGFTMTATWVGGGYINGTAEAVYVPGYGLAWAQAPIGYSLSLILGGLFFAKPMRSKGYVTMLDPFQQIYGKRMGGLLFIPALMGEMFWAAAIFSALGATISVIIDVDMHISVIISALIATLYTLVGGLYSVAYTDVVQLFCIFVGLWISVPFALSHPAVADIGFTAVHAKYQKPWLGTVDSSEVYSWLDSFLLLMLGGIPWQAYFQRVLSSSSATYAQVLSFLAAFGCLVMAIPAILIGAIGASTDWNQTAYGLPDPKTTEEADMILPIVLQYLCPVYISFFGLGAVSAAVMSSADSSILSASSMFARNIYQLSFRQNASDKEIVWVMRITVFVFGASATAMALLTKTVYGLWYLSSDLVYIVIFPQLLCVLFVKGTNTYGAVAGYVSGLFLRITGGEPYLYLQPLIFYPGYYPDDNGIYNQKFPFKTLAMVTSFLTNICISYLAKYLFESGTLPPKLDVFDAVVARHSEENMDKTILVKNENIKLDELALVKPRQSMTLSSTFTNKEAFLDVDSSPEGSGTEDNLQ
Kir21 block = blocks the mouse Kir2.1 inward-rectifier potassium channel | B-score at 10 µM | HEK293-Kir2.1, FluxOR thallium flux fluorescence; hits give low values | hit rate 0.85% among 310,000;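 active = fluorescence ratio B-score at or below minus 3 SD of library scores, with starting-brightness B-score within 2 SD, cut at about -4.2 in these data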;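 also: channel flux triggered by added potassium and thallium sulfate stimulus; B-score of peak minus minimum fluorescence over baseline after thallium stimulus; more negative B-score means stronger Kir2.1 block with less thallium influx; some compounds called inactive have numbers as strong as hits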
Target sequence (P35561 whole entry, looked up): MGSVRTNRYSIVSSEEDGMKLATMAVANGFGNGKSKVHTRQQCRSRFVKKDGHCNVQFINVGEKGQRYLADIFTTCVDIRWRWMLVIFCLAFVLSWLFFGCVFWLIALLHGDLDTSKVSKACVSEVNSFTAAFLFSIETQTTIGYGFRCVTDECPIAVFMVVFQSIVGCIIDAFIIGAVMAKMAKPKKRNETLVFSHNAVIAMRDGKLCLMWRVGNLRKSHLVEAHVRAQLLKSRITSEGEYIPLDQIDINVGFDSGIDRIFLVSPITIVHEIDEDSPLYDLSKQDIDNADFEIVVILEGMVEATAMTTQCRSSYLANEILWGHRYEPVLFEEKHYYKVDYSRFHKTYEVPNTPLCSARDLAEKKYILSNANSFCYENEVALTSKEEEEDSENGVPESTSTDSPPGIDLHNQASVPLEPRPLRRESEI
KCNQ2 inh = KCNQ2 channel blockers in CHO-K1 cells – cell-based, FluxOR thallium flux, B-score, primary screen (AID 2156). O88943. 20 min; hits give low values. B-score at 10 µM. hit rate 1.1% among 310,000;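 active = fluorescence ratio B-score at most minus 3 library SDs, with starting brightness B-score within 2 library SDs, cut at about -5.5 in these data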
Numbers without * were called inactive; i = inactive; · = not tested or not shown. This is a random part of the collection; overall some 2.6% were active at least once.

SMILES	CHT inh	Kir21 block	KCNQ2 inh
COc1ccc(/C=N/N=C2/NC(=O)C(c3ccccc3)(c3ccccc3)S2)cc1	i	1.91	i
Cc1cc(C)c(-n2c(C)cc(/C=C3/NC(=O)NC3=O)c2C)c(C)c1	i	-1.6	i
Cc1cc(/C=C(\C#N)C(=O)O)c(C)n1CC(C)C	i	0.16	i
Cc1ccc(NC(=O)CSc2ccccc2NC(=O)c2ccccc2)cc1Cl	i	-0.33	i
N#Cc1ccc[n+](CC(=O)c2ccc(Cl)cc2)c1	i	-0.51	i
COC(=O)C1=C(NC(=O)c2ccc(C)cc2)CCS1	i	-1.87	i
Cc1cc(C)n(C(=O)Cn2nc([N+](=O)[O-])cc2C)n1	i	1.98	i
O=C1CC(N2CCN(c3ccccc3)CC2)C(=O)N1c1cccc(Cl)c1 (stereo unspecified)	i	0.39	i
CCOC(=O)C1=C(N)n2c(s/c(=C/c3ccccc3)c2=O)=C(C(=O)OCC)C1c1ccccc1 (stereo unspecified)	i	1.4	i
CCCNc1c(NS(=O)(=O)c2ccc(OC)c(OC)c2)c(=O)oc2ccccc12	i	0.06	i
Cc1ccc(C(=O)NC2CCS(=O)(=O)C2)cc1S(=O)(=O)N1CCCCC1 (stereo unspecified)	i	-0.71	i
CCOc1ccc(CCNC(=O)c2cc(C)on2)cc1OCC	i	0.57	i
c1cc(CN2CCCCC2)cc(OCCCNc2nc3ccccc3s2)c1	i	-7.3*	i
CCCCCNS(=O)(=O)c1cc2c3c(c1)CCC(=O)N3CCC2	i	-2.35	i
O=C(/C(=C/O)N=Nc1ccc(Cl)cc1)c1ccncc1	i	0.17	i
CCCC(NC(=S)NCC1CCCO1)C12CC3CC(CC(C3)C1)C2 (stereo unspecified)	i	-0.99	i
OCCN1CCN(CC(O)COc2ccc(C34CC5CC(CC(C5)C3)C4)cc2)CC1 (stereo unspecified)	i	-4.44*	-7.08*
CC(=O)O[C@H]1CC[C@@]2(C)C(=CC[C@H]3[C@@H]4CC[C@H](C(C)=O)[C@@]4(C)CC[C@@H]32)C1	i	-0.1	i
CC1(C)CC(NC(=O)c2cccc3ccccc23)CC(C)(C)N1	i	0.89	i
CCOC(=O)CCc1c(C)c2ccc(OC3CCCCC3=O)cc2oc1=O (stereo unspecified)	i	-0.19	i
COc1ccc(S(=O)(=O)N2CCCCCC2)cc1C(=O)Nc1cccc(C)n1	i	-0.52	i
Cc1cc(Cl)ccc1OCCCC(=O)NCC1CCCO1 (stereo unspecified)	i	-2.17	i
CC(=O)c1c(C(C)=O)c(C)n(-c2ccc(N)c(C)c2)c1C	i	0.47	i
CC(C)Cc1ccc(S(=O)(=O)N2CCN(C(=O)c3ccco3)CC2)cc1	i	-0.72	i
COc1cc(NC(=O)Cc2ccccc2)ccc1NC(=O)c1ccccc1	i	0.31	i
CCC(=NC1CC(C)(C)NC(C)(C)C1)C1=C(O)CC(C)(C)CC1=O	i	0.46	i
O=C(CSc1nc2ccccc2[nH]1)NCc1ccco1	i	-0.3	i
O=C(Cn1nnc(-c2ccccc2)n1)Nc1cccc(S(=O)(=O)N2CCCC2)c1	i	1.18	i
COc1ccc(-c2cnc(N)n2C)cc1	i	-1.5	i
O=C(Nc1cccn2ncnc12)c1cccc(C(F)(F)F)c1	i	1.09	i
CCOC(=O)c1cnc(SCC(=O)Nc2ccc(N3CCOCC3)c(Cl)c2)nc1N	i	0.09	i
COc1cccc(OCCn2cccc2/C=C2/C(=N)N3OC(C)=CC3=NC2=O)c1	i	1.42	i
Cc1cc(OCCn2ccnc2)ccc1C(C)C	i	-0.05	i
NC(=O)c1ccccc1N/C=C/C(=O)c1ccc(F)cc1	·	1.67	i
CCOc1ccc(S(=O)(=O)Nc2ccccc2SC)cc1	i	-0.74	i
Cn1nnnc1SCc1nc2ccccc2s1	i	-0.24	i
Cc1nnc(-c2cnn(-c3ccccc3)c2N)n1Cc1ccc(F)cc1	i	-0.22	i
O=C(CC1S/C(=N/N=C/c2ccco2)NC1=O)Nc1cccc(Cl)c1Cl (stereo unspecified)	i	-0.17	i
Cc1ccc(NC(=O)C2C(c3ccccc3)C=CC(c3ccccc3)C2C(=O)O)cc1 (stereo unspecified)	i	-0.92	i
Cn1cc([N+](=O)[O-])c(C(=O)NNC(=O)c2ccc([N+](=O)[O-])cc2)n1	i	0.57	i
Cc1ccc(CSc2nsc(C)c2C#N)cc1	i	-1.43	i
COc1ccc(C)cc1-n1c(-c2ccncc2)n[nH]c1=S	i	1.45	i
Cc1c(C(=O)NC2CCCCC2)sc2ncnc(N3CCN(c4ccccc4)CC3)c12	i	0.48	i
COc1ccc(CCn2c(=O)[nH]c3cc(C(=O)N4CCN(c5ccccc5)CC4)ccc3c2=O)cc1OC	i	0.11	i
CCOC(=O)c1nnn(CC(=O)N2N=C(c3ccccc3)CC2c2ccccc2)c1C(=O)OCC (stereo unspecified)	i	-1.61	i
O=C(CCSc1ccc(Cl)c(Cl)c1)NC12CC3CC(CC(C3)C1)C2	i	0.27	-10.7*
CS(=O)(=O)N(CC(=O)Nc1ccccc1C(=O)NCCc1ccccc1)c1ccc2c(c1)OCCO2	i	-0.3	i
C=CCNC(=O)CC(=O)N/N=C/c1cccc(C)c1	i	-0.35	i
COc1ccc(C2C(C(=O)OC3CCCCC3)=C(C)Nc3nnnn32)c(OC)c1OC (stereo unspecified)	i	0.33	i
COc1cccc2c(Cl)c(CC=C(Cl)Cl)c(C)nc12	i	2.26	i
C=CCn1nc2n(c1=O)-c1ccccc1SC2	i	-0.76	i
CN(C)c1nc2c(c(N)nn2-c2ccc(Cl)cc2)c(=O)o1	i	1.41	i
O=S(=O)(Nc1c(O)ccc2ccccc12)c1cccc2ccccc12	i	2.09	i
O=C1CSCN1c1ccc(Cl)c(Cl)c1	i	-0.01	i
COc1ccc2c(CCNC(N)=S)c[nH]c2c1	i	-0.86	i
COc1cc(OC)cc(C(=O)NCC2CCCO2)c1 (stereo unspecified)	i	0	i
CCCN(c1ccc(C(=O)OC)cc1)S(=O)(=O)c1ccccc1	i	-0.67	i
CCc1ncc(C)[nH]1	i	1.2	i
COc1ccc2c(c1)C(=O)N(c1ccccc1OC)C(=O)C2	i	-0.78	i
CC(C)N(CCc1ccncc1)C(=S)Nc1cccc(Cl)c1	i	0.03	i
Next records follow.
SMILES	CHT inh	Kir21 block	KCNQ2 inh
C=CCCN(C1CCCC1)S(=O)(=O)c1ccccc1Br	i	-3.38	i
COC(=O)COc1ccc(S(=O)(=O)Nc2ccc(NC(C)=O)cc2)cc1	i	0.15	i
COc1ccc(C=O)cc1Cn1c(=O)n(CCC(=O)NCc2ccco2)c(=O)c2sccc21	i	-1.1	i
CN1C(=O)[C@H]2[C@@H](/C=C/c3ccccc3)N3C(=O)CN(CC4CC4)C(=O)[C@@]3(C)[C@H]2C1=O	i	-0.85	i
NC(=O)C1CCN(C(=O)C2(NC(=O)Nc3cccc(F)c3)CCCCC2)CC1	i	1.6	i
CCCn1nnc(NC(=O)c2cccnc2Cl)n1	i	-0.98	i
Cc1ccccc1NC(=O)NCCCN1CCCC1=O	i	0.55	i
O=C(Nc1nnc(S(=O)(=O)N2CCN(c3ccc(F)cc3)CC2)s1)c1ccccc1	i	0.81	i
CCNc1nc(NC(N)=S)nc(NC(C)(C)C)n1	i	-0.36	i
CC(C)CNC(=S)NNC(=O)c1ccc(OC(F)F)cc1	i	1.67	i
O=c1ccccn1CCOc1ccccc1Cl	i	-0.05	i
CCc1ccc(NCc2nc(-c3ccccc3)no2)cc1	-5.73*	1.53	i
CC(=O)N1c2ccc([N+](=O)[O-])cc2NC(=O)CC1C (stereo unspecified)	i	0.48	i
Cn1c(NC(=O)c2ccccc2Br)cc(=O)n(C)c1=O	i	-0.25	i
CC(=O)Nc1ccc(S(=O)(=O)Nc2c(C)n(C)n(-c3ccccc3)c2=O)cc1	i	3.8	i
COc1cccc(C(=O)Cn2c(N3CCCCC3)nc3c2c(=O)n(C)c(=O)n3C)c1	i	1.01	i
O=C(N=C1SC2CS(=O)(=O)CC2N1Cc1ccc(F)cc1)C1CC1 (stereo unspecified)	i	-0.46	i
CC(=O)C1C(=O)CC(C)(O)C(C(C)=O)C1c1ccccc1 (stereo unspecified)	i	1.63	i
COc1ccc(N2CCN(c3ccc([N+](=O)[O-])nc3)CC2)cc1	i	-0.04	i
Cc1cc(-c2nnc(SCC(=O)Nc3nc(-c4ccc(Cl)cc4)cs3)o2)no1	i	-0.52	i
CCCNC(=O)CN(C)S(=O)(=O)c1ccc(F)cc1	i	-0.02	i
COc1ccc(-n2c(SCC(=O)Nc3nccs3)nc3c(c2=O)SCC3)cc1	i	-2.03	i
COc1ccccc1N1CCN(C(=S)Nc2cccc(C)c2)CC1	i	0.04	i
O=C(c1cccc(Cl)c1)N1CCC(=O)N(C(CO)Cc2ccccc2)CC1 (stereo unspecified)	i	0.82	i

Entries listed so far that have a thiophene ring, fused or not:
SMILES	CHT inh	Kir21 block	KCNQ2 inh
Cc1c(C(=O)NC2CCCCC2)sc2ncnc(N3CCN(c4ccccc4)CC3)c12	i	0.48	i
COc1ccc(C=O)cc1Cn1c(=O)n(CCC(=O)NCc2ccco2)c(=O)c2sccc21	i	-1.1	i

Ordered by molecular weight (largest number first): some entries from above
SMILES	CHT inh	Kir21 block	KCNQ2 inh
O=C(N=C1SC2CS(=O)(=O)CC2N1Cc1ccc(F)cc1)C1CC1 (stereo unspecified)	i	-0.46	i
Cn1c(NC(=O)c2ccccc2Br)cc(=O)n(C)c1=O	i	-0.25	i
COc1ccc(N2CCN(c3ccc([N+](=O)[O-])nc3)CC2)cc1	i	-0.04	i
CC(=O)C1C(=O)CC(C)(O)C(C(C)=O)C1c1ccccc1 (stereo unspecified)	i	1.63	i

Following part
SMILES	CHT inh	Kir21 block	KCNQ2 inh
Clc1ccc(-c2nnc3n2CCCC3)cc1Cl	i	1.07	i
COC(=O)c1ccc(CNC(=O)COC(=O)c2cc(Cl)nc(Cl)c2)cc1	i	0.32	i
O=S(=O)(c1cccc(C(F)(F)F)c1)N1CCC(c2cc(-c3cccc4ccccc34)n[nH]2)CC1	i	0.19	-6.13*
CCOc1ccc(S(=O)(=O)N2CCN(c3ncccn3)CC2)cc1	i	-1.19	i
CCOC(=O)C(=O)NNc1ccc(F)cc1	i	-1.06	i
COc1cc(CNc2ccc(S(N)(=O)=O)cc2)ccc1OCC(=O)NC1CCCCC1	i	0.06	i
Cc1ccc(C(=O)NC(=S)N2CCN(C)CC2)cc1Br	·	0.43	i
CC1CCCCC1NC(=O)CN(C)S(=O)(=O)c1cccc2cccnc12 (stereo unspecified)	i	-0.57	i
COc1ccc(OC)c(NC(=O)Nc2ccc(O)c3ccccc23)c1	i	-0.92	i
COc1ccc(-c2ccnc(-c3ccncc3)n2)cc1	i	-0.33	i
COc1ccccc1N(CC(=O)NC1CCCC1)C(=O)CNC(=O)c1cccs1	i	0.75	i
N=c1n(Cc2ccccc2)c2ccccc2n1Cc1ccccc1	i	-2.94	i
C=CCn1c(SCC(=O)c2ccc(OC)cc2)nnc1-c1ccc2c(c1)OCO2	-14.7*	-2.41	i
CC1CC(C)CN(S(=O)(=O)c2ccc3c(c2)CC(C)N3C(=O)C2CCC2)C1 (stereo unspecified)	i	-0.39	i
CC(C)OC(=O)CSc1nnc(-c2cnccn2)n1-c1ccccc1	i	-0.47	i
COc1ccc(-n2c(Cn3nc(C(F)(F)F)cc3C)n[nH]c2=S)cc1	i	0.12	i
Cc1nc2c(c(-c3ccccc3)c1C#N)C(=O)c1ccccc1-2	i	1.22	i
COc1ccc(N2C(=O)[C@@H]3C(c4cccnc4)=NO[C@@H]3C2=O)cc1	i	0.01	i
COCCCn1c2nc3ccccc3nc2c2c(=O)n(-c3ccccc3OC)c(C)nc21	i	0.31	i
COc1cc(C(=O)NCCc2ncccc2C)ccc1OC1CCN(C(C)=O)CC1	i	-0.27	i
CC1Cc2cc(/C(O)=C3/C(=O)C(=O)N(CCCN4CCOCC4)C3c3ccc(C(C)C)cc3)ccc2O1 (stereo unspecified)	i	-0.31	i
CCOC(=O)C1(Cc2cccc(OC)c2)CCN(Cc2cccc3c2OCO3)CC1	i	-2.55	i
CC(C)(C)NC(=O)C(c1ccccc1F)N(Cc1ccco1)C(=O)c1csnn1 (stereo unspecified)	i	-0.01	i
Cc1ncc([N+](=O)[O-])n1CC(=O)Nc1ccc(F)c(Cl)c1	i	0.48	i

Profiles, looked up by structure. Values in the order: CHT inh	Kir21 block	KCNQ2 inh
CC1CC(C)CN(S(=O)(=O)c2ccc3c(c2)CC(C)N3C(=O)C2CCC2)C1 (stereo unspecified) is entered as i	-0.39	i
CC(C)OC(=O)CSc1nnc(-c2cnccn2)n1-c1ccccc1 is entered as i	-0.47	i
COc1ccc(N2C(=O)[C@@H]3C(c4cccnc4)=NO[C@@H]3C2=O)cc1 is entered as i	0.01	i

The list goes on.
SMILES	CHT inh	Kir21 block	KCNQ2 inh
Cn1cc(C(=O)N/N=C/c2ccc3c(c2)OCO3)c2ccccc21	i	0.01	i
Oc1[nH]c2ccccc2c1N=NC(=S)N1CCOCC1	i	1.46	i
CCn1c(SCC(=O)OC)nc2sc3c(c2c1=O)CC(C)(C)OC3	i	1.58	i
Cc1cccc(C)c1NC(=O)CN(C)C(C)C(=O)Nc1ccccc1-c1ccccc1 (stereo unspecified)	i	0.18	i
Cc1cccc(NC(=O)c2cc(S(=O)(=O)N3CCC4(CC3)OCCO4)ccc2F)c1	i	0	i
CCn1cc([N+](=O)[O-])c(C(=O)Nc2nc(-c3ccc(C)c(C)c3)c(C)s2)n1	i	-0.28	i
Cc1ccc2oc(=O)c3cnn(CC(=O)Nc4ccccc4N4CCN(C)CC4)c3c2c1	i	0.68	i
